TDP1 inh = qHTS Assay for Inhibitors of Tyrosyl-DNA Phosphodiesterase (TDP1) | Tyrosyl-DNA phosphodiesterase 1 (Homo sapiens), Q9NUW8 | recombinant TDP1, AlphaScreen DNA substrate cleavage | Potency, µM (series often up to 130 µM), for the others: at the top dose activity change, negative = inhibition, actives largely listed as inhibitors | hit rate 0.28% among 350,000; further: nearly all actives have a fitted effect of over 40% in size
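Enzyme-compound mixtures sat 15 min at room temperature, followed by a 5 min reaction with 15 nM final substrate and 10 min with AlphaScreen beads. Recombinant human Tdp1 was used at 1 nM final.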
KAT2A inh = qHTS Assay for Inhibitors of GCN5L2. GCN5L2 HAT assay, ThioGlo1 CoA-SH fluorescence. Histone acetyltransferase KAT2A (Homo sapiens), Q92830. hit rate 0.21% among 390,000. Potency, µM (series often up to 58.9 µM), inactives show at the top dose activity change, negative = inhibition, hits mostly inhibitors. AID 504327, 2011
Target sequence (Q92830 whole entry, looked up): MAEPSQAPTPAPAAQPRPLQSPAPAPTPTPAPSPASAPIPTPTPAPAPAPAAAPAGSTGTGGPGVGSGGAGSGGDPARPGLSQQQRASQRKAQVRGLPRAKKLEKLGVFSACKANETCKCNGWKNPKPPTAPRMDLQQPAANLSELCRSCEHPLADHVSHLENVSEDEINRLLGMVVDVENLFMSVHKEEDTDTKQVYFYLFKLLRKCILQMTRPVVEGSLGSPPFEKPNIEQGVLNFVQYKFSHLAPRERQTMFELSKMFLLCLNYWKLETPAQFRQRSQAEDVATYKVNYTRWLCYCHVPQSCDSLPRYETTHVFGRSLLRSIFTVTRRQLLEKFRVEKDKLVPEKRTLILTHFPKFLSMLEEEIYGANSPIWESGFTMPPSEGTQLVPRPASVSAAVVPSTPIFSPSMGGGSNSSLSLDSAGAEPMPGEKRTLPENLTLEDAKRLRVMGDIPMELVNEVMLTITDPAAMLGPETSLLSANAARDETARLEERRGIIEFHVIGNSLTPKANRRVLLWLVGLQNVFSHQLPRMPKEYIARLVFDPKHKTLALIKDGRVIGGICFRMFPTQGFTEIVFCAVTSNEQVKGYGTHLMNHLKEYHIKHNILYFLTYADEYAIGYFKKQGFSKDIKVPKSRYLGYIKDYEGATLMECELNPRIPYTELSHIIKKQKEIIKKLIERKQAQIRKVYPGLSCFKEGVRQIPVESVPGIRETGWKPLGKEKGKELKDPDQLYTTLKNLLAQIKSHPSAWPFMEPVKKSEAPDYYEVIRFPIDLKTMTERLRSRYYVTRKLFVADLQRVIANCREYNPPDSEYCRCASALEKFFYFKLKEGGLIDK
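Free CoA generated was detected with ThioGlo1 (50uM) fluorescence at Ex340nm/Em540nm, read immediately and after 20 min at room temperature. Enzyme, 20 nM in HEPES pH 7.5 buffer, saw compounds 15 min before adding 75uM H3(1-25) peptide and 70uM acetyl-CoA.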
TDP1 cell noCPT = qHTS for Inhibitors of human tyrosyl-DNA phosphodiesterase 1 (TDP1): qHTS in cells in absence of CPT; DT40 Tdp1-/- hTDP1 cells, no CPT, ATP luminescence, 48 h; Potency, µM (series often up to 46.2 µM), for the others: top-dose activity change, negative = growth inhibition, most hits filed as inhibitors; hit rate 15% among 420,000; AID 686978, 2013; further: nearly all actives have a fitted effect of over 55% in size
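A cellular qHTS used chicken DT40 cells lacking endogenous Tdp1 but carrying stably transfected human TDP1. Compounds were applied without camptothecin, and cell growth kinetics were judged by ATP-dependent luminescence after ≥48 hr.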
Numbers without * were called inactive; ? = inconclusive; / = not tested or not shown; & = joins results of further samples; [ ] = another dose, or the depositor's remark. The call rests on the fitted dose curve; in most records, active means well fitted curve in the direction sought with a large enough effect; inconclusive means small, poorly fitted or top-dose-only effect, or another doubt; inactive means no such curve, though single readings can be large; an effect the other way counts as inactive or inconclusive. On the % scale 0 is the no-effect control and ±100 the full control effect; potency means the concentration at half of the fitted maximal effect.

entry	Molecule	TDP1 inh	KAT2A inh	TDP1 cell noCPT
1	CCCN(CC(=O)Nc1ccccc1C)C(=O)c1ccc2c(c1)S(=O)(=O)N=C1CCCCCN12	1%	-5%	-2%
2	CCOc1cc2[nH]c(=O)n(CCCN3CCN(c4ccc(OC)cc4)CC3)c(=O)c2cc1OCC	2%	3%	?
3	CCOC(=O)c1c(NC(=O)c2ccccc2Cl)sc2c1CCc1ccccc1-2	/	-30%	?
4	Cc1ccc(C)c(N2CCN(C(=O)Cn3c(C)c4cnn(-c5ccccc5)c(=O)c4c3C)CC2)c1	5%	-3%	2.9µM*
5	COc1ccc(Cl)cc1NC(=O)CN(C)C(=O)CCC(=O)c1cc(C)sc1C	2%	-2%	-46%
6	COc1ccc(Nc2nc(-c3ccccc3)c(C(=O)Nc3cccnc3)s2)cc1	0%	-11%	?
7	Cc1ccc2nc(Cl)c(C3CC(c4cccs4)=NN3C(=O)CCC(=O)O)cc2c1 (stereo unspecified)	2%	-6%	5.2µM*
8	Cc1cc(C)nc(-n2nc(C)cc2NC(=O)CNCc2ccccc2)n1	3%	-5%	?
9	O=C(CN1C(=O)NC2(CCc3ccccc32)C1=O)c1ccc(F)c(F)c1 (stereo unspecified)	/	-11%	?
10	CC(NC(=O)COC(=O)c1cc(NS(=O)(=O)c2ccc(Cl)c([N+](=O)[O-])c2)ccc1O)C1CC2CCC1C2 (stereo unspecified)	7%	-11%	?
11	NC(=O)COC(=O)c1cccc(S(=O)(=O)N2CCN(c3ccc(F)cc3)CC2)c1	-2%	-9%	-9%
12	CC(=O)c1ccc(NC(=S)Nc2cccc3ccccc23)cc1	4%[56.1 µM]	-9%	-16%
13	COc1ccc(N(C(=O)CNC(=O)c2ccco2)C(C(=O)NC2CCCC2)c2ccncc2)cc1 (stereo unspecified)	0%	1%	?
14	O=C(Nc1cccc2nsnc12)c1ccc(-c2ccc(Br)cc2)o1	-7%	-2%	?
15	Cc1ccc(-n2c3c(c(O)c(-c4ccccc4)c2=O)C(=O)CC(C)(C)C3)cc1	5%	-5%	-18%
16	CN(CC(=O)Nc1ccc(S(N)(=O)=O)cc1)c1ccccc1	8%	-8%	-23%
17	Cn1c2c(c(=O)[nH]c1=O)C(c1cccc(O)c1)C1=C(N2)c2ccccc2C1=O (stereo unspecified)	-2%	-6%	8.2µM*
18	Cc1cccc(-n2ncc3c2CCCC3NC(=O)Cc2c(C)noc2C)c1C (stereo unspecified)	0%	?	?
19	COc1cc(C2C(C#N)=C(C)NC3=C2C(=O)CC(C)(C)C3)ccc1OCCO (stereo unspecified)	6%	1%	1%
20	CCOc1c(C)cnc2c1c(=O)n(Cc1cccc(Cl)c1)c(=O)n2C	3%	-5%	?
21	CCOc1ncccc1C(=O)OCC(=O)Nc1c(C)cccc1C	0%	-4%	-5%
22	O=c1o[nH]c(-c2ccccc2)c1N=Nc1c(F)cccc1Cl	/	-17%	-4%
23	C=CCN(Cc1ccco1)S(=O)(=O)c1ccc(Cl)cc1	-5%	-2%	22%
24	Cc1nn(-c2ccccc2)c(C)c1C(=O)OCC(=O)N(C)C1CCS(=O)(=O)C1 (stereo unspecified)	7%	-3%	17%
25	COC(=O)c1oc2ccccc2c1-n1cccc1	5%	-12%[0.501 µM]	-26%
26	CC(C)CCNC(=O)CN1C(=O)CSc2ccc(S(=O)(=O)N3CCCCC3)cc21	5%	1%	?
27	CCN(CC)C(=O)Cn1c(SCCOc2ccc(Cl)cc2)nc2ccccc21	6%	1%	21µM*
28	Cc1ccc(NC(=O)Cn2c(C)cc(C)c(C#N)c2=O)cc1	-4%	12%	-23%
29	C=CCn1cnc2c(c1=O)c1nc3ccccc3nc1n2-c1ccccc1	5%	-3%	/
30	COc1ccc(S(=O)(=O)N2CC=C(C(=O)Nc3ccc(NC(C)=O)cc3)CC2)cc1	6%	1%	0%
31	C/C(=N\OCC(=O)Nc1ccccc1C(=O)O)c1cccs1	-5%	-5%	?
32	C/C(=N\NC(=O)C(N)=O)c1cccc(C(F)(F)F)c1	3%	-1%	-1%
33	CCc1ccc(S(=O)(=O)N/N=C\c2ccc3c(c2)OCO3)cc1	3%	-9%	-3%
34	O=C(c1cccs1)N1CCN(Cc2cccnc2)CC1	-6%	-2%	-1%
35	CN(CCO)CCOCCOc1cccc2ccccc12	-5%	-3%	?
36	NC(=O)c1ccccc1NC(=O)CCCc1ccccc1	/	-5%	?
37	CCCc1nc2ccccc2n1C(=S)SC	-3%	-4%	-28%
38	COC(=O)C(NC(=O)C(C)NC(=O)OCc1ccccc1)C(C)C (stereo unspecified)	1%	2%	-17%
39	Cc1onc(-c2ccccc2Cl)c1C(=O)Oc1cc(F)cc(F)c1	3%	-5%	-9%
40	O=C(CSc1nc(O)cc(=O)[nH]1)C1CC1	-2%	2%	-2%
41	O=C(NCc1ccccc1Cl)C1CCN(S(=O)(=O)c2ccc(-n3cnnn3)cc2)CC1	10%	-8%	-11%
42	Cc1ccccc1NC(=O)c1nc(S(C)(=O)=O)ncc1N(Cc1ccco1)Cc1sccc1C	3%	-6%	21µM*
43	O=C1CCCC(=O)N1c1ccc(N2CCN(c3ccc([N+](=O)[O-])cc3)CC2)c([N+](=O)[O-])c1	2%	0%	/
44	COC(=O)c1cc(C#N)c(Oc2ccc(F)cc2)nc1C	3%	3%	-11%
45	N#C/C(=C/c1ccc(N2CCCCCC2)o1)c1ccc(Cl)cc1	11%	-23%	18µM*
46	CC(=O)Nc1ccc(CN2CCN(CC(C)C)C(CCO)C2)cc1 (stereo unspecified)	0%	-4%	-6%
47	COc1cc(/C=C(\C#N)c2nc3ccccc3[nH]2)cc(OC)c1O	5%	-3%	13µM*
48	Cc1nc2ccn(Cc3cccs3)c(=O)c2cc1C(=O)N1CCN(c2ccccc2)CC1	10%	-7%	?
49	O=C(CC1(C(=O)O)CCCC1)N1CCOCC1	3%	0%	9%
50	CC(Cc1ccccc1)NC(=O)CN1C(=O)c2ccccc2S1(=O)=O (stereo unspecified)	4%	-15%	9%

Record cards, from the list above.
Entry for Cc1nc2ccn(Cc3cccs3)c(=O)c2cc1C(=O)N1CCN(c2ccccc2)CC1 : TDP1 inh = 10%; KAT2A inh = -7%; TDP1 cell noCPT = ?
Entry for C/C(=N\NC(=O)C(N)=O)c1cccc(C(F)(F)F)c1 : TDP1 inh = 3%; KAT2A inh = -1%; TDP1 cell noCPT = -1%

Going on with the list:
entry	Molecule	TDP1 inh	KAT2A inh	TDP1 cell noCPT
51	CC(C)CSc1nc2c(=O)[nH][nH]c(=O)c2n1Cc1ccccc1	-8%	1%	5%
52	O=C(COc1ccccc1)N1CCN(C(=O)c2cccs2)CC1	3%	1%	-15%
53	FC(F)Sc1ccc(NC(=S)NC2CCCCC2)cc1	3%	-5%	-25%
54	O=C(NCCOc1ccccc1F)C1CC(=O)N(Cc2ccccc2)C1 (stereo unspecified)	0%	1%	-13%
55	O=C(c1c(O)c2ccc(Cl)cc2[nH]c1=O)C1CC1	7%	-4%	2%&-2%
56	COc1ccc2nc(C)cc(SCC(NC(C)=O)C(=O)OC(C)C)c2c1 (stereo unspecified)	3%	-1%	?
57	COC(=O)c1ccc(C(=O)OC)c(NC(=O)CS(=O)(=O)Cc2ccccc2)c1	-4%	4%	-23%
58	COc1ccc(C(=O)CN2C3=NCCCN3c3ccccc32)cc1OC	-1%	-1%	16µM*
59	CCOc1ccc(S(=O)(=O)N(CC(=O)Nc2ccc3c(c2)OCO3)c2ccc(C)cc2)cc1	0%[12.3 µM]	-2%	?
60	Fc1cc(Br)ccc1COc1ccc(-c2nnco2)cc1	2%	1%	-6%
61	COc1ccc(C[C@@H]2CN3C(=NC[C@@H]3C)N2C[C@H](C)NC(=O)c2ccc(C)c(Br)c2)cc1	-1%	-14%	15µM*
62	Cc1csc(NC(=O)c2ccncc2)n1	7%	-1%	8%
63	CCCCNC(=O)CS(=O)Cc1nc(-c2cccs2)oc1C (stereo unspecified)	0%	-2%	-19%
64	NC(=O)Cc1ccc(C(=O)c2ccc(Cl)cc2Cl)s1	5%	-3%	-9%
65	CSc1nnc(-c2ccc(S(=O)(=O)N3CCOCC3)cc2)n1CC1CCCO1 (stereo unspecified)	7%	2%	-2%
66	Cc1ccccc1NC(=O)c1cnn(-c2ccccc2)c1C	/	16%	-10%
67	CC(=O)Nc1nonc1-c1nnc(SCc2ccccc2Cl)n1C	2%	-16%	?
68	COc1ccc(C(=O)C2CCN(CC(=O)Nc3ccccc3F)CC2)cc1	/	0%	?
69	COc1ccc(Cc2nnc(NS(=O)(=O)c3ccc(Cl)cc3)s2)cc1OC	3%	1%	4%
70	Cc1cc(NC(=O)C(C)C)ncc1NC(=O)CCc1ccccc1	8%	-6%	8%
71	C=CCC1(C#N)C(SC)=NC2=C(C(=O)CC(C)(C)C2)C1c1ccc(Br)cc1 (stereo unspecified)	8%	-5%	?
72	COc1ccc(C(N)=S)c(OC)c1	0%	-6%	-21%
73	O=C(OCC(=O)N1CCCC1)c1cccc(Br)c1	0%	-8%	3%
74	Cc1ccccc1CN1C(=O)c2ccccc2Sc2ccc(C(=O)NCc3cccs3)cc21	-3%	-22%	23µM*
75	CCCCOc1ccc(C(=O)CCN2CCOCC2)cc1	5%	-10%	6.5µM*
76	COc1ccc(N2CCN(C(=O)COC(=O)/C=C/c3ccc(OC(F)F)cc3)CC2)cc1	3%[0.505 µM]	-7%	-3%
77	CCOc1ccc(-c2ccc(SCC(=O)Nc3nnc(CC)s3)nn2)cc1	2%	-12%	4%
78	CCOc1ccc(S(=O)(=O)N2CCC(N3CCN(Cc4ccc(C)cc4)C(=O)C3=O)CC2)cc1	0%	-20%	-13%
79	O=C(CSc1n[nH]c(-c2ccncc2)n1)Nc1ccc(Cl)c(C(=O)O)c1	/	-2%	-2%
80	CC(C)Cn1c(N)c(C=O)c(=O)[nH]c1=O	8%	-1%	0%
81	CC(NC(=O)c1cnc2n(c1=O)CCS2)c1ccccc1 (stereo unspecified)	1%	-4%	-16%
82	CCOC(=O)c1c(CN2CCN(C)CC2)n(-c2ccccc2)c2cc(Br)c(O)cc12	3%	0%	23µM*
83	CCN(CC)C(=O)c1nn(-c2ccccc2)c2c1C1CCC2(C)C1(C)C (stereo unspecified)	5%	-4%	16µM*
84	CCOC(=O)c1sc2nc(CSc3ccccc3Cl)[nH]c(=O)c2c1C	-1%	-9%	?
85	O=C(NCCCN1CCOCC1)c1ccc(Cl)cc1[N+](=O)[O-]	-2%	4%	1%
86	CCOc1ccc(C(C)=O)cc1COC(=O)CNC(=O)C12CC3CC(CC(C3)C1)C2	0%	-16%	?
87	COc1cc(Cl)c(C)cc1Nc1ncccn1	1%	-7%	-25%
88	CC1(C)OC(=O)C2(Cc3ccc(Cl)cc3N3CCCC32)C(=O)O1 (stereo unspecified)	1%	/	?
89	CNc1ncncc1-c1ccccc1CN(C)C	/	-6%	-6%
90	CCOc1ncccc1C(=O)NCCc1c[nH]c2ccccc12	/	-4%	?
91	O=C(c1cccc(OC2CCN(Cc3cccc(OCCO)c3)CC2)c1)N1CCCC1	4%	-9%	-9%
92	COc1ccc(C2/C(=C(/O)c3ccc(C)cc3)C(=O)C(=O)N2C)c(OC)c1 (stereo unspecified)	4%	-1%	-20%
93	CCCCCC(=O)Nc1cc(S(=O)(=O)N2CCCCC2)ccc1N1CCOCC1	0%	-8%	?
94	Cn1c(=O)c2c(nc(NCc3ccco3)n2C)n(C)c1=O	-2%	-1%	-42%

Given with values under each structure: entries from further up.
Each structure is followed by: TDP1 inh | KAT2A inh | TDP1 cell noCPT
#33 CCc1ccc(S(=O)(=O)N/N=C\c2ccc3c(c2)OCO3)cc1
  3% | -9% | -3%
#34 O=C(c1cccs1)N1CCN(Cc2cccnc2)CC1
  -6% | -2% | -1%
#35 CN(CCO)CCOCCOc1cccc2ccccc12
  -5% | -3% | ?
#36 NC(=O)c1ccccc1NC(=O)CCCc1ccccc1
  / | -5% | ?

Screens deposited in PubChem BioAssay by National Center for Advancing Translational Sciences (NCATS).

This is a subset; count on the stated rates, not on these rows.
